Source: PubChem (several laboratories)
KCNK3 block: human KCNK3 channel inhibition, primary screen. CHO-KCNK3 thallium flux, FluxOR fluorescence; hits give low values. B-score at 10 µM. 340,000 compounds, 0.84% hits;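 active means B-score under library mean minus 4 SD, starting fluorescence ratio at most library mean plus 5 SD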;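 further: more negative B-score means stronger inhibition of thallium flux through KCNK3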
Target sequence (O14649 whole entry, looked up): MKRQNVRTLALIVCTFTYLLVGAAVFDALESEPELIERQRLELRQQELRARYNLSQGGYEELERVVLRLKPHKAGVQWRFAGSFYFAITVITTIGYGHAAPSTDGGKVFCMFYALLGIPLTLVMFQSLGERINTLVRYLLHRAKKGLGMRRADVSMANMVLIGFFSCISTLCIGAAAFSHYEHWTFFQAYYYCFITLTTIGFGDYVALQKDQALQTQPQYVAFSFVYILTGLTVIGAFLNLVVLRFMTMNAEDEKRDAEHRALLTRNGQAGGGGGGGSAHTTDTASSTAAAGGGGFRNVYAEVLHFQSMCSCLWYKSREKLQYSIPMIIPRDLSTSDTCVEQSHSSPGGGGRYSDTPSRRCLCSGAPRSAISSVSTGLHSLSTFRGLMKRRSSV
Dyrk1A ADPGlo: inhibitors of rat Dyrk1A kinase. Q63470. ADP-Glo luminescence, NFATc1 peptide. inhibition, % at 12.5 µM. 310,000 compounds, 0.43% hits; in the data active means inhibition above about 50%;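 further: plate controls were vehicle with enzyme for no effect and no enzyme for full effect; many of its hits are not listed in these tables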
* marks the source's active call; other numbers are inactive results; i = inactive. Not all compounds are listed; the hit share may differ from the screen's.

SMILES	KCNK3 block	Dyrk1A ADPGlo
Cc1ccc(Cn2c(=O)c3ccccc3n3c(SCC(=O)N4CCCCC4C)nnc23)cc1 (stereo not drawn)	i	9
CN(C)C(CNC(=O)c1ccc2[nH]c(=O)c(=O)[nH]c2c1)c1ccco1 (stereo not drawn)	i	1
O=C1CS(=O)(=O)N(Cc2ccc(F)cc2)c2ccccc21	i	-1
CCCCCCSc1ccc([C@@H]2[C@H]3C(=O)N(CC)C(=O)[C@H]3[C@]3(C(=O)OC)CCCCN23)cc1	i	4
O=C(COC(=O)c1c(Cl)cccc1Cl)NC1CCCCCCC1	i	6
Nc1nc(SCC(=O)Nc2ccc(Br)cc2Br)n[nH]1	i	7
C[C@H](NC(=O)c1ncn(Cc2ccccc2)c1C(=O)N[C@@H](C)c1ccccc1)c1ccccc1	i	3
CC(=O)c1ccc(NC(=O)CSc2nc3ccccc3c(=O)n2CCCN2CCOCC2)cc1	i	-1
CCN(c1ccccc1)S(=O)(=O)c1ccc(C(=O)NC2CCN(Cc3ccccc3)CC2)cc1	i	-4
CCN1C(=O)[C@H]2[C@H]3CN=C(SCc4ccc(C(=O)OC)cc4)N3[C@@](Cc3ccccc3)(C(=O)OC)[C@H]2C1=O	i	0
Nn1c(SCC(=O)Nc2cccnc2Cl)nnc1-c1ccccc1	i	1
CCCn1ccnc1SC(C)C(=O)Nc1c(C)n(C)n(-c2ccccc2)c1=O (stereo not drawn)	i	0
COc1cccc(NC(=O)CN(C)C(=O)c2c(C)noc2C)c1	i	-2
C=CC[C@H](CC(=O)N[C@H](CO)Cc1ccccc1)C(=O)N[C@@H](COC(=O)[C@@H](CC=C)Cc1ccc(F)cc1)Cc1c[nH]c2ccccc12	i	2
CN(C)c1ccc(N=Nc2ccc3ncccc3c2)cc1	i	0
COc1ccc(-c2sc3cc4c(cc3c2-c2ccc(OCCN3CCCCC3)cc2)OCO4)cc1	i	-1
O=C(COC(=O)CNC(=O)c1ccc(Cl)cc1Cl)NNC(=O)c1ccccc1F	i	3
O=C(O)[C@@H]1CCCN(S(=O)(=O)c2cccc3cccnc23)C1	i	3
Nc1cc(=O)[nH]c2ncnn12	i	4
C[C@H]1COC(=O)CCC/C=C\C[C@H](CC(=O)N(CCO)Cc2ccccc2)C(=O)N1	i	-6
CCCNC(=O)C(Cc1ccc(I)cc1)NC(=O)C1CC1 (stereo not drawn)	i	12
CCc1ccccc1NC(=O)CNC(=O)c1ccc(OCc2cn3ccccc3n2)cc1	i	1
CCC(C)N(C(=O)CSc1ncnc2sccc12)C1CCS(=O)(=O)C1 (stereo not drawn)	i	0
COC(=O)C1=CO[C@@H](C)[C@H]2CN3CCc4c([nH]c5ccccc45)[C@@H]3C[C@H]12	i	6
O=C(O)CCSc1nnc(SCC(=O)NC2CCS(=O)(=O)C2)s1 (stereo not drawn)	i	-5
CCn1c(C)nc2cc(S(=O)(=O)N3CCCC3)ccc21	i	7
COc1ccc(CN(C)CC(=O)Nc2ccccc2C(=O)NC2CC2)cc1F	i	2
NC(=O)c1ccsc1NC(=O)CSc1nnc(NC2CC2)s1	i	-2
O=C(CNC(=O)c1ccc(Br)o1)NNC(=O)c1ccc(Br)cc1	i	5
c1ccc(-c2ccc3[nH]ccc3c2)cc1	i	-2
CC(NC(=O)COc1ccccc1)C(=O)NCc1ccccc1Cl (stereo not drawn)	i	3
O=[N+]([O-])c1ccc(/C=C/C2=NN(c3ccccc3)C(c3ccco3)C2)cc1 (stereo not drawn)	i	1
N#Cc1ccc(CN2CCN(C(=O)CN3C(=O)NC4(CCCC4)C3=O)CC2)cc1	i	4
O=C(OCC1CCNCC1)c1ccc(F)cc1	i	3
CCCC(c1nnnn1C1CCCC1)N1CCN(c2ccccc2F)CC1 (stereo not drawn)	i	2
O=C(Cn1cnc2ccccc2c1=O)N1CCN(S(=O)(=O)c2ccc(F)cc2)CC1	i	-5
Cc1ccc(C(=O)Nc2ccccc2-c2ccccc2)cc1S(=O)(=O)Nc1ccccc1	i	7
CCOC(=O)c1c(C)[nH]c(C2=NNC(=Nc3ccc(OCC)cc3)SC2)c1C	i	1
Cc1ccc([C@@H]2CC=C(C(=O)O)[C@H](c3cccc(Cl)c3)N2S(=O)(=O)c2ccc(C)cc2)cc1	i	-5
CCc1nnc(NC(=O)CSc2nc(-c3ccc(F)cc3)cc(-c3ccccc3)c2C#N)s1	i	19
CC(=O)Nc1ccc(NC(=O)COC(=O)c2ccccc2C(=O)c2ccccc2)cc1	i	2
C#CCOCCOCCOCCNc1nc(N2CCN(C(=O)[C@H](CCCCN)n3cc(CCC(=O)O)nn3)CC2)nc(N2CCN(C(=O)[C@H](CCCCN)n3cc(CC(C)O)nn3)CC2)n1 (stereo partly drawn)	i	-1
CCOc1ccc(OCCC(=O)Nc2cccc(S(=O)(=O)N3CCCC3)c2)cc1	i	4
Cc1ccc(S(=O)(=O)N2CCN(CC(=O)NCC3(N4CCOCC4)CCCCC3)CC2)cc1	i	2
CCOC(=O)C1=C(COC(=O)[C@H](C)NS(=O)(=O)c2ccccc2F)NC(=O)NC1C (stereo partly drawn)	i	-1
CCOC(=O)[C@H]1[C@H]2COc3ccc(Br)cc3[C@@H]2N2C(=O)CN(Cc3ccc(F)cc3)C(=O)[C@@]12C	i	1
Cc1cc(C(=O)OCC(=O)NCc2ccccc2)c2ccccc2n1	i	5
Cc1cc(C)c(C(=O)Nc2ccc(S(=O)(=O)Nc3onc(C)c3C)cc2)c(C)c1	i	10
COc1ccc(C(=O)O)cc1S(=O)(=O)Nc1ccccc1C(=O)NCc1ccc2c(c1)OCO2	i	-3
CN(C)/C(=C\C(=O)c1ccccc1)C(=O)c1ccccc1	i	0

(list continues)
SMILES	KCNK3 block	Dyrk1A ADPGlo
CC(=O)c1ccc(OCCCC(=O)Nc2cccc(S(=O)(=O)N3CCCCC3)c2)cc1	i	-3
CN1CCN(C(=O)c2cccc(NS(=O)(=O)c3ccc(Br)cc3)c2)CC1	i	6
O=C(C=NNc1ccccc1)c1ccccc1	i	-1
Cc1ccc(NC(=O)CCN2C(=O)NC(C)(C)C2=O)cc1F	i	-8
O=C(Nc1ccccc1)C(Cc1ccccc1)c1ccccc1 (stereo not drawn)	i	10
CC(C)(C)c1ccc(C(=O)NCCC(=O)NNC(=O)COc2ccc(F)cc2)cc1	i	1
NC(=O)CNCCC(c1ccccc1)c1ccccc1	i	4
CCOc1ccc(NC(=O)/C(C#N)=C\c2ccc(N3CCCC3)c(C)c2)cc1	i	3
Cc1ccc(S(=O)(=O)N2CCCCC2)cc1NC(=O)c1cccnc1	i	0
COc1ccc(-c2ccnc3c(Br)c(C)nn23)cc1	i	8
N#C/C=C/N1CCN(C(=O)c2ccco2)CC1	i	-4
COC(=O)c1ccccc1S(=O)(=O)N1CCC(C(=O)OC(C)C(=O)N(C)Cc2ccccc2)CC1 (stereo not drawn)	i	3
COc1cc2cc(CCCOC(=O)c3ccc(F)cc3)oc(=O)c2cc1OC	i	-5
Cc1c(NS(=O)(=O)c2cccc(C(=O)NC(C)c3ccccc3)c2)c(=O)n(-c2ccccc2)n1C (stereo not drawn)	i	4
Cn1nnc2cc(C(=O)N3CCSCC3)ccc21	i	-1
CC(=O)Nc1cccc(NC(=O)c2cc([N+](=O)[O-])ccc2N2CCCCC2)c1	i	0
Nc1nc(SCc2ccc(Cl)cc2Cl)c2ncn(C3OC(CO)C(O)C3O)c2n1 (stereo not drawn)	i	-2
Cc1nc2sc(C(c3ccc(Cl)cc3)N3CCN(C(=O)c4ccco4)CC3)c(O)n2n1 (stereo not drawn)	i	6
COc1ccc(S(=O)(=O)Nc2cccc3c2O[C@H](CN(C)C(=O)Nc2ccccc2)[C@@H](C)CN([C@H](C)CO)C3=O)cc1	i	1
Cc1ccc(C(=O)OCC(=O)Nc2ccc(C(N)=O)cc2)s1	i	-6
COc1cc(S(=O)(=O)N2CCOCC2)ccc1NC(=O)COC(=O)c1ccc(Cl)nc1	i	-2
Cc1cc(Cl)c(S(=O)(=O)N2CCCCCC2)cc1OCC(N)=O	i	-2
CC(Oc1ccc(F)cc1)C(=O)Nc1ccc(S(=O)(=O)NC2=NCCCCC2)cc1 (stereo not drawn)	i	-4
COC(=O)[C@]1(C)N[C@H](CN(C)C(=O)c2ccccc2)[C@@H]2C(=O)N(Cc3ccccc3)C(=O)[C@@H]21	i	-1
CNCCC=C1c2ccccc2C=Cc2ccccc21	i	14
NC(=S)n1[nH]c(-c2ccc([N+](=O)[O-])cc2)c(N=Nc2ccc(Cl)cc2)c1=O	i	-1
CN(C(=O)c1cccc(S(=O)(=O)NCc2ccccc2)c1)C1CCCCC1	i	2
CCOC(=O)C1CCCN(C(=O)Cn2ncc3c(=O)oc4ccc(C)cc4c32)C1 (stereo not drawn)	i	4
COc1ccc(S(=O)(=O)N2CCOCC2)cc1C(=O)NCc1c(C)nn(Cc2ccccc2)c1C	i	-3
COCCN(C(=O)CCSc1ccc(F)cc1)c1c(N)n(Cc2ccccc2)c(=O)[nH]c1=O	i	-5

14 entries out of the list, ordered by length of the SMILES, largest number first:
SMILES	KCNK3 block	Dyrk1A ADPGlo
COC(=O)c1ccccc1S(=O)(=O)N1CCC(C(=O)OC(C)C(=O)N(C)Cc2ccccc2)CC1 (stereo not drawn)	i	3
C[C@H]1COC(=O)CCC/C=C\C[C@H](CC(=O)N(CCO)Cc2ccccc2)C(=O)N1	i	-6
COc1ccc(-c2sc3cc4c(cc3c2-c2ccc(OCCN3CCCCC3)cc2)OCO4)cc1	i	-1
COc1cc(S(=O)(=O)N2CCOCC2)ccc1NC(=O)COC(=O)c1ccc(Cl)nc1	i	-2
Nc1nc(SCc2ccc(Cl)cc2Cl)c2ncn(C3OC(CO)C(O)C3O)c2n1 (stereo not drawn)	i	-2
CN1CCN(C(=O)c2cccc(NS(=O)(=O)c3ccc(Br)cc3)c2)CC1	i	6
COc1cc2cc(CCCOC(=O)c3ccc(F)cc3)oc(=O)c2cc1OC	i	-5
O=C(CNC(=O)c1ccc(Br)o1)NNC(=O)c1ccc(Br)cc1	i	5
O=C(O)CCSc1nnc(SCC(=O)NC2CCS(=O)(=O)C2)s1 (stereo not drawn)	i	-5
CCCC(c1nnnn1C1CCCC1)N1CCN(c2ccccc2F)CC1 (stereo not drawn)	i	2
Nn1c(SCC(=O)Nc2cccnc2Cl)nnc1-c1ccccc1	i	1
CCn1c(C)nc2cc(S(=O)(=O)N3CCCC3)ccc21	i	7
O=C(Nc1ccccc1)C(Cc1ccccc1)c1ccccc1 (stereo not drawn)	i	10
Nc1cc(=O)[nH]c2ncnn12	i	4

Later entries:
SMILES	KCNK3 block	Dyrk1A ADPGlo
COc1cc(C(=O)NCC(=O)NNC(=O)C2COc3ccccc3O2)cc(OC)c1OC (stereo not drawn)	i	-1
CC(=O)c1ccc(OCC(=O)OC(C)C(=O)NC2CCCCC2C)cc1 (stereo not drawn)	i	0
O=C(CC1(CC(=O)N2CCOCC2)CCCC1)Nc1ccc(F)cc1	i	0
Cc1ccc(F)cc1NC(=O)COC(=O)c1ccc2ncsc2c1	i	-5
Cc1cc(C(=O)COC(=O)c2ccc(O)cc2O)c(C)n1-c1ccc(OC(F)F)cc1	i	8
CCOC(=O)[C@@H]1[C@H]2COc3cc(OC)ccc3[C@H]2N2C(=O)N(c3cccc(C)c3)C(=O)[C@]12C	i	-4
COc1ccc(CNC(=O)COC(=O)c2cc3ccccc3o2)cc1	i	-12
COc1ccc2sc(-c3ccc(SC)cc3)c(C#CCO)c2c1	i	-7
CCCN(C(=O)CCNC(=O)c1ccc(Cl)cc1)c1c(N)n(Cc2ccccc2)c(=O)[nH]c1=O	i	7
O=C(O)c1ccccc1C(=O)OCc1c(-c2ccccc2)ncc2ccccc12	i	15
Cc1ccc2c(c1)C1CN(C)CCC1N2S(=O)(=O)c1ccc(Oc2ccc([N+](=O)[O-])cc2)cc1 (stereo not drawn)	i	-4
O=C(NNC(=O)c1ccccc1O)c1ccccc1O	i	-2
O=C(CN1CCCc2ccccc21)Nc1cccc(S(=O)(=O)N2CCOCC2)c1	i	7
N#CCCCc1cc2ccccc2cn1	i	2
C/C(=N\NC(=O)CCC(=O)NCc1ccccc1)c1ccc([N+](=O)[O-])cc1	i	-6
NS(=O)(=O)c1cccc(NC(=O)COC(=O)CC2Sc3ccccc3NC2=O)c1 (stereo not drawn)	i	0
COc1cc(C#Cc2ccc3cc(CCO)oc(=O)c3c2)cc(OC)c1	i	12
COc1ccc(C(C)=O)cc1COC(=O)c1ccc(C)c(S(=O)(=O)N2CCOCC2)c1	i	5
COC(=O)[C@@]12CCCCN1[C@H](c1ccc(-c3cc(C(C)=O)cs3)c(OC)c1)[C@H]1C(=O)N(C)C(=O)[C@H]12	i	9
COc1ccccc1N1CCN(C(=O)c2ccc3ncsc3c2)CC1	i	5
Oc1ccccc1-c1nnco1	i	-2
CCOc1cc(C(=O)OCC(=O)Nc2ccc(F)cc2Cl)ccc1OCC(=O)N1CCOCC1	i	-1
CCc1ccccc1OCC(=O)Nc1cccc(S(=O)(=O)NCc2ccco2)c1	i	1
Cc1nc(NC(=O)COC(=O)C2CC2C)c(Cl)cc1Cl (stereo not drawn)	i	-1
COC(=O)[C@@]12CCCCN1[C@H](c1ccc(-c3cccc(Cl)c3)cc1)[C@@H]1C(=O)N(C)C(=O)[C@@H]12	i	5
Cc1ccc(OCCC(=O)NNC(=O)c2nn(C)c(=O)c3ccccc23)cc1	i	0
O=C(Cc1ccc(Br)cc1)Nc1cccc(S(=O)(=O)N2CCOCC2)c1	i	-3
COc1cc(OC)cc(OC(=O)C2CCN(C(=O)c3ccc(Cl)cc3)CC2)c1	i	-3
